Screening results: PubChem, Sanford-Burnham Center for Chemical Genomics
UPR CHOP act = activators of apoptotic CHOP UPR arm, primary screen, cell-based, CHO-CHOP luciferase reporter, luminescence, uHTS; UPR activation; percent of tunicamycin response over DMSO baseline; activation, % at 10 µM; 330,000 compounds, 0.34% hits; AID 449763, 2010;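 active = at 10 µM dose, activation of 40% or more, normalized to positive control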;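 also: 100% = tunicamycin at 10 µg/mL and 0% = DMSO alone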
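Assay system: CHO cells with stable CHOP pathway luciferase reporter; Buffer or medium: F12 plus 10% serum; Times: 16-18 h cell attachment, then 6 h compound exposure, 37 °C; Signal: luciferase luminescence; Read-out basis: percent activation relative to tunicamycin control; Control set: tunicamycin high control, DMSO low control.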
UPR XBP1 act = activators of adaptive XBP1 UPR arm, primary screen, cell-based, CHO-XBP1 luciferase reporter, luminescence, uHTS; activation, % at 20 µM; AID 463104, 2010; 330,000 compounds, 0.33% hits; IRE1-XBP1 UPR activation; percent of tunicamycin response, DMSO as zero;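 active = versus positive control, 20 µM dose yields 30% or more activation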;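 also: 100% = tunicamycin at 10 µg/mL and 0% = DMSO only wells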
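Assay system: CHO-XBP1 luciferase reporter cells; Schedule: 6 h treatment, 37 °C; Detection: glow luminescence from Steady-Glo reagent; Benchmarks: high control tunicamycin 10 µg/mL final, low control DMSO vehicle only.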
CCR6 antagonist = CCR6 receptor antagonists, primary screen, cell-based, CHO-K1, luminescence, beta-arrestin, uHTS | C-C chemokine receptor type 6 (Homo sapiens), P51684 | CHO-K1 CCR6 PathHunter beta-arrestin, CCL20-stimulated | inhibition, % at 20 µM | 340,000 compounds, 0.49% hits | AID 493098, 2011;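 active = compounds whose inhibition of the agonist-driven luminescence signal at 20 µM reaches about 50%, limit read from the data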;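 also: cells stimulated with CCL20 at 14 nM final; plate controls were DMSO with CCL20 for no effect and DMSO without agonist for full effect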
Target sequence (P51684 whole entry, looked up): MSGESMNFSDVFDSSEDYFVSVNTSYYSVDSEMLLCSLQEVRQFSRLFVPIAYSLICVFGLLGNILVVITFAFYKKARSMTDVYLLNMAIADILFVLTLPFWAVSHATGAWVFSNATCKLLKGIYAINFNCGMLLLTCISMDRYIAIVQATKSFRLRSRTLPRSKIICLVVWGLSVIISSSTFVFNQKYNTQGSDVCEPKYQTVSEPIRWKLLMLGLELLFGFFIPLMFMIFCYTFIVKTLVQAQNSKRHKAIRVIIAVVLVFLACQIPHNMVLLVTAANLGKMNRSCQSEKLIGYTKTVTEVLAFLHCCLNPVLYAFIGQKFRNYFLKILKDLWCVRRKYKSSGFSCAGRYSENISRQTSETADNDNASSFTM
APJ agonist = agonists of human apelin receptor APJ, primary screen, CHO-K1 cells, PathHunter beta-arrestin, luminescence; P35414; 0% DMSO wells, 100% apelin; activation, % at 20 µM; 330,000 compounds, 0.11% hits; AID 2520, 2010;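 active = activation more than six SD over the plate average, tested at 20 µM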;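 also: 0% = DMSO alone and 100% = apelin-13 at 10 nM; some results filed as inactive read as strong as hits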
Target sequence (P35414 whole entry, looked up): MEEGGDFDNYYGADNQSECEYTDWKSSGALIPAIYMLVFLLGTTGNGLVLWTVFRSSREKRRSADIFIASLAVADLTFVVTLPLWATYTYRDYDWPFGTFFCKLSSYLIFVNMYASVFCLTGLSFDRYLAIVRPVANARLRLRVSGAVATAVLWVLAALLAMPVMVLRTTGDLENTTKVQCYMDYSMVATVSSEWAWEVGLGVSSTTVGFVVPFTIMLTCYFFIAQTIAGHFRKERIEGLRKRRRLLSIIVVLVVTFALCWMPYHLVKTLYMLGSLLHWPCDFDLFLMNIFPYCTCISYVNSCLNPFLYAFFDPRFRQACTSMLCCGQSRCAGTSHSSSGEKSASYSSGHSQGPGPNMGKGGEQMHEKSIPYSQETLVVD
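assay system = CHO-K1 APJ beta-arrestin complementation cell line | input = cell density 1000 per well | dosing = compound 20 µM once, DMSO 1% | timing = compound 90 min 25 °C, reagent 1 h | measured by = luminescence from split beta-galactosidase complementation, Galacton Star/Emerald II substrate | read-out basis = APJ agonist activity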
APJ antag = antagonists of human apelin receptor APJ, primary screen, CHO-K1 cells, beta-arrestin complementation, luminescence; P35414; inhibition, % at 20 µM; 330,000 compounds, 0.32% hits;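 active = inhibition above about 40% at 20 µM, limit read from the data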;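 also: cells challenged with 10 nM apelin-13 agonist together with compound; plate controls were apelin-13 plus DMSO wells for no effect and DMSO wells lacking apelin-13 for full effect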
CXCR6 inh = CXCR6 receptor inhibitors, primary screen, cell-based, beta-arrestin, luminescence, CHO-K1 PathHunter, 1536-well | C-X-C chemokine receptor type 6 (Homo sapiens), O00574 | inhibition, % at 20 µM | 360,000 compounds, 0.36% hits | AID 602244, 2012; in the data active = inhibition above about 34%, passing the limit was not always enough;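 also: antagonist mode with CXCL16 agonist at 10 nM final; 0% = 10 nM CXCL16 with DMSO and 100% = unstimulated wells without agonist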
Target sequence (O00574 whole entry, looked up): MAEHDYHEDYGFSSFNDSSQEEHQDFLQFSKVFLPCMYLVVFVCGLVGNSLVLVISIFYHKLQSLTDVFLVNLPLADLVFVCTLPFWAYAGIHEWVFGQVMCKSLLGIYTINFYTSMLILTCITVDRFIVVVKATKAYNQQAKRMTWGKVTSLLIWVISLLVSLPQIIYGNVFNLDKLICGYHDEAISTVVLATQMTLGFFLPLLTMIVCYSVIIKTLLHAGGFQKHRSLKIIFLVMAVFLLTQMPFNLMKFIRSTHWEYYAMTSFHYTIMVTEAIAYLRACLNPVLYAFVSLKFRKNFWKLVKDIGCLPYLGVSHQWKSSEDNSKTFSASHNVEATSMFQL
EBI2 antag = EBI2 receptor antagonists, beta-arrestin recruitment, primary screen, cell-based, luminescence, 7a,25-OHC stimulation, uHTS | G-protein coupled receptor 183 (Homo sapiens), P32249 | 7a,25-OHC stimulated | inhibition, % at 5 µM | 360,000 compounds, 0.81% hits; in the data active = inhibition above about 38%;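 also: enzyme fragment complementation signal reports receptor beta-arrestin coupling in cells; 0% = agonist plus DMSO wells and 100% = wells without agonist; some results beyond the cut were filed as inactive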
tim23-1 inh = growth inhibitors of tim23-1 mutant yeast, primary screen, luminescence, uHTS; AID 463212, 2010; 330,000 compounds, 1.3% hits; S. cerevisiae tim23-1 growth, BacTiter-Glo luminescence, 24 h; inhibition, % at 20 µM;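 active = growth inhibition of the mutant yeast at or above 50%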;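 also: temperature-sensitive mutant grown at 25 °C; plate controls were DMSO-treated mutant yeast for no effect and medium wells lacking yeast for full effect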
Mdm2-MdmX inh = inhibitors of human Mdm2-MdmX association, primary screen, cell-based, luminescence, split luciferase, SaOS-2, uHTS. Protein Mdm4 (Homo sapiens) + E3 ubiquitin-protein ligase Mdm2 (Homo sapiens), …. SaOS-2 split-luciferase Mdm2/MdmX complementation. inhibition, % at 8 µM. 330,000 compounds, 3% hits. AID 485346, 2010;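 active = inhibition of at least 50% at 8 µM in the primary screen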
Numbers without * were called inactive; x = not tested or not shown. This is a subset. The share of hits here may be higher or lower than overall.

SMILES	UPR CHOP act	UPR XBP1 act	CCR6 antagonist	APJ agonist	APJ antag	CXCR6 inh	EBI2 antag	tim23-1 inh	Mdm2-MdmX inh
Cc1nc(Nc2cccc(C(C)O)c2)c2nnn(Cc3ccccc3F)c2n1 (stereo unspecified)	1.7	-0.2	5.7	0.3	-2.9	-1.9	5.0	-10.4	-2.2
Cc1ccc(-c2nc3ccc([N+](=O)[O-])cc3[nH]2)cc1	-1.5	-3.5	1.8	1.3	-26.0	-16.1	15.2	28.5	-151.5
O=C(NCc1ccccc1Cl)C1CCCN(c2ncnc3c2nc2n3CCCCC2)C1 (stereo unspecified)	2.8	-1.6	11.0	-4.1	2.3	7.2	14.1	15.6	11.4
CC1CN(Cc2nc3c(c(=O)n(C)c(=O)n3C)n2CCCO)CC(C)O1 (stereo unspecified)	0.7	-1.7	16.8	-3.0	9.1	-3.2	2.1	-6.9	1.3
Cn1cc(/C=C(\NC(=O)c2ccccc2)C(=O)NCCN2CCOCC2)c2ccccc21	0.3	-1.3	-0.2	1.4	-9.3	-1.5	-4.1	3.1	34.1
CC(=O)c1ccc(NC(=O)Cn2cnc(S(=O)(=O)N3CCC(C)CC3)c2)cc1	0.2	-2.4	8.9	-2.0	12.1	11.2	7.0	3.0	-6.6
O=C(Nc1cccnc1)C1CCN(S(=O)(=O)c2cccs2)CC1	-0.7	0.8	-3.7	-2.3	1.9	0.7	2.4	-9.7	16.2
CCCOP(=O)(c1ccc(N(C)C)cc1)C(O)c1cc(OC)c(OC)c(OC)c1 (stereo unspecified)	3.1	0.0	3.0	0.1	5.1	1.9	-8.9	2.3	25.1
CNC(=O)CN(C)S(=O)(=O)c1ccc(F)cc1	-2.4	-2.4	-23.5	-0.3	-22.2	-1.6	-4.0	29.1	-10.4
COc1ccc([C@H]2CC(=O)C=C(c3ccc4ccn(C)c4c3)C2)cc1	5.4	7.8	22.3	-1.6	11.1	3.2	72.8*	17.2	-3.8
CC(OC(=O)CCCN=C1NS(=O)(=O)c2ccccc21)C(=O)Nc1ccccc1[N+](=O)[O-] (stereo unspecified)	-0.2	2.3	6.3	16.7	-53.3	-16.8	15.8	1.6	4.6
O=C(CN1C(=O)NC2(CCCCCCC2)C1=O)N1CCc2ccccc2C1	-1.3	-1.5	7.2	0.2	-11.9	-2.5	-4.9	19.3	4.7
COc1ccc(-c2csc(NC(=O)c3c(OC)cccc3OC)n2)cc1	0.7	0.3	-5.7	1.6	3.1	-5.6	-4.1	25.0	26.3
Cc1ccc(NC(=O)Cc2ccsc2)cc1Cl	4.8	-0.1	5.8	0.3	5.0	-2.4	4.5	14.9	-20.9
Clc1ccc2nc(-c3ccc4c(c3)OCO4)cn2c1	-6.5	-4.0	-13.6	5.8	23.5	-2.3	9.5	16.7	-4.7
CCc1ccc(C(=O)CSc2n[nH]c(-c3ccncc3)n2)cc1	0.5	-4.6	-2.2	2.9	-2.8	0.9	-2.3	18.8	-19.2
COC(=O)CN(c1ccccn1)S(=O)(=O)c1ccccc1	0.0	0.1	7.1	2.3	0.9	2.6	-10.2	25.9	6.0
O=C(CCN1C(=O)C2CC=C(Cl)CC2C1=O)NCc1ccccc1 (stereo unspecified)	-3.3	4.4	-13.5	-1.5	21.1	0.8	3.9	13.8	13.3
O=C(c1ccccc1)N(Cc1nc2ccccc2c(=O)[nH]1)C1CCCC1	-0.2	-2.4	-6.1	2.3	17.0	2.3	-8.6	13.6	11.8
O=C(COC(=O)/C(=C/c1cccs1)c1cccs1)NC(c1ccccc1)c1ccccc1	-1.4	-1.2	24.8	-3.1	-9.8	8.8	40.9	19.4	12.3
O=C(Cc1nc2ccccc2[nH]1)c1ccc([N+](=O)[O-])cc1	5.6	-1.8	1.2	8.0	-32.0	26.0	1.6	17.1	-38.5
CCOC(=O)c1ccc(OCCOc2ccccc2C)cc1	11.1	-2.3	-4.1	1.2	12.2	-10.4	-7.8	-6.8	8.0
O=C(NCCc1nc(-c2ccccc2)cs1)c1ccc(Br)cc1	0.2	-0.8	-0.8	0.2	-4.2	-1.1	3.2	20.1	7.0
N#Cc1c(NCCO)nc(NCc2ccccc2)c2c1CCN(Cc1ccccc1)C2	4.3	6.1	11.0	11.1	-44.8	x	x	23.4	17.6
C=CCN(CC=C)C(=S)Nc1ccc(OC)c(OC)c1	-0.1	4.0	14.9	-3.3	-6.8	2.3	-2.8	-2.0	-2.7

One compound at a time, as listed above. Order of values: UPR CHOP act	UPR XBP1 act	CCR6 antagonist	APJ agonist	APJ antag	CXCR6 inh	EBI2 antag	tim23-1 inh	Mdm2-MdmX inh
Profile of Clc1ccc2nc(-c3ccc4c(c3)OCO4)cn2c1 : -6.5	-4.0	-13.6	5.8	23.5	-2.3	9.5	16.7	-4.7
Profile of O=C(NCCc1nc(-c2ccccc2)cs1)c1ccc(Br)cc1 : 0.2	-0.8	-0.8	0.2	-4.2	-1.1	3.2	20.1	7.0
Profile of CC(=O)c1ccc(NC(=O)Cn2cnc(S(=O)(=O)N3CCC(C)CC3)c2)cc1 : 0.2	-2.4	8.9	-2.0	12.1	11.2	7.0	3.0	-6.6

Later entries.
SMILES	UPR CHOP act	UPR XBP1 act	CCR6 antagonist	APJ agonist	APJ antag	CXCR6 inh	EBI2 antag	tim23-1 inh	Mdm2-MdmX inh
COC(=O)C1=C(CS(=O)(=O)c2ccc(Cl)cc2)NC(=O)NC1c1ccc(O)cc1 (stereo unspecified)	-0.2	-3.9	16.9	-5.0	0.7	-2.5	0.9	-5.2	20.1
COCCN(C(=O)/C=C/c1ccccc1)c1c(N)n(Cc2ccccc2)c(=O)[nH]c1=O	-1.1	2.8	-4.8	-1.7	23.6	-8.5	-2.0	21.7	-3.9
Cc1ccc(CCNC(=O)C2CCN(S(=O)(=O)c3cccc4nonc34)CC2)cc1	-0.2	-1.2	10.0	1.0	9.3	5.6	0.7	17.0	14.3
COc1ccc(COC(=O)c2ccc(Cl)c(S(=O)(=O)N3CC(C)OC(C)C3)c2)cc1 (stereo unspecified)	0.7	-3.2	7.0	-4.2	-17.8	10.3	20.7	29.8	8.8
COc1cc(OC)c(OC)cc1/C=N/NC(=O)C[n+]1ccccc1	-0.4	-2.1	-17.8	-2.8	11.2	-7.0	-10.7	5.6	5.0
C[C@H](NC(=O)C1CC(=O)N(c2ccc(F)cc2)C1)C(=O)N1CCCCC1 (stereo partly specified)	1.0	0.8	4.6	-3.6	-32.0	-3.4	-9.5	5.5	4.3
CCOc1ccc(-n2cc(C(=O)c3cc(Cl)ccc3O)cc(C#N)c2=O)cc1	0.5	-0.9	-3.4	-0.4	-46.2	-14.3	-4.3	32.7	19.7
CN(C)C(CNC1CC(C)(C)NC(C)(C)C1)c1cccc(F)c1 (stereo unspecified)	1.1	3.1	15.4	-3.9	2.7	-4.1	-2.5	0.5	-4.1
COc1ccc(S(=O)(=O)N2CCOCC2)cc1NC(=O)CSc1nnnn1C1CC1	-1.3	0.0	-6.2	-4.2	-6.6	6.9	-5.2	-0.1	-11.2
CCOC(=O)C1(CC2CC2)CCN(Cc2ccc(OC)cc2F)CC1	-1.7	-0.2	14.8	-2.5	-7.1	2.4	10.1	-0.7	26.2
CC(=O)Nc1ccc(S(=O)(=O)Nc2cccc(-c3cn4c(n3)SCC4)c2)cc1	-1.8	-2.1	10.9	-3.6	3.8	3.0	3.5	-3.3	7.1
COC(=O)c1sccc1NC(=O)Cc1ccc(OC)cc1	0.0	-1.2	14.5	4.6	7.4	-2.5	3.1	14.0	27.4
CCN(CC)S(=O)(=O)c1cccc(C(=O)N[C@H](C(=O)OCC(=O)Nc2ccccc2)C(C)C)c1	1.6	1.5	8.3	-0.8	7.1	-7.2	-0.8	11.9	-6.6
CCC(=O)Nc1ccc2c(c1)nc(CCNC(=O)c1ccco1)n2C	1.9	-1.9	0.4	0.7	1.2	2.8	2.2	-5.4	2.9
COc1cc2ccccc2cc1C(=O)Nc1ccc(Cl)cn1	9.5	-1.7	-14.4	-2.6	14.4	-2.5	22.8	12.5	-16.6
Nn1c(C2CCC2)nc2cc(Cl)ccc2c1=O	0.5	-0.2	9.9	-3.1	11.2	-3.8	1.3	19.2	22.3
Cc1cccc(OCC(=O)OC(C)C(=O)Nc2ccc(S(=O)(=O)N3CCCCC3)cc2)c1 (stereo unspecified)	-0.1	1.1	1.4	-2.7	-35.2	-4.0	12.2	21.0	12.6
O=C(Nc1cccnc1)C1CCC(CNS(=O)(=O)c2cccc3nsnc23)CC1 (stereo unspecified)	0.4	-3.5	-9.5	-3.9	9.8	-6.9	-1.2	-11.8	5.6
CC(NC(=O)CSc1nc2c(c(C(F)(F)F)n1)CCc1ccccc1-2)c1ccccc1 (stereo unspecified)	-1.6	-4.7	19.3	1.4	17.6	1.4	9.9	6.3	12.4
CCCN(CCC)C1Sc2ccc(C(=O)OC)cc2NC1=O (stereo unspecified)	-0.2	-1.7	-4.0	-2.2	-18.3	-3.9	-9.1	13.6	10.7
COc1ccc(OC)c(NC(=O)CCNS(=O)(=O)c2ccc3c(c2)c(=O)n(C)c(=O)n3C)c1	-1.5	-0.1	8.9	-0.2	-2.1	-1.5	-13.7	6.9	18.6
CCOC(=O)c1sc(N)c(C#N)c1CSc1nc2ccc(C)cc2[nH]1	0.1	-3.9	-10.9	1.8	2.5	-1.8	8.3	5.5	7.1
C[C@@H](C(=O)Nc1cccc(S(=O)(=O)N2CCOCC2)c1)N1C(=O)C2CC=CCC2C1=O (stereo partly specified)	-0.3	-2.4	7.3	-0.6	16.9	-1.2	0.3	-3.1	4.4
CCc1ccc(NC(=O)COC(=O)CCC2CCCC2)cc1	1.2	1.7	0.1	-2.0	6.8	7.1	-0.9	40.9	-19.1
Cc1ccc2[nH]c(O)c(N=Nc3ccccc3C)c2c1	2.3	-0.8	8.0	-1.5	13.2	-6.1	8.8	7.3	0.3
CC(C)C1C2=C(CC(C)(C)CC2=O)ON1c1ccccc1 (stereo unspecified)	-2.0	-0.4	-1.8	-0.8	5.2	5.1	3.6	17.2	16.1
O=[N+]([O-])c1ccc(CSc2nnc(SCc3ccccc3)s2)cc1	-4.8	0.5	1.9	0.6	-13.1	-4.3	0.7	14.1	7.9
CC(=O)c1ccccc1NC(=O)COC(=O)c1ccccc1NC(=O)c1ccccc1	3.3	1.8	8.9	-1.8	-7.1	-7.4	-1.7	28.9	-1.4
Cc1cccc(-n2nc3c(c2NC(=O)c2ccco2)CSC3)c1C	0.9	-2.2	12.7	-0.1	-8.6	3.8	7.3	3.4	-9.5
